Bioassay records deposited in PubChem by National Center for Advancing Translational Sciences (NCATS).
D2 agonist: HTS Assay for Allosteric Agonists of the Human D2 Dopamine Receptor: Primary Screen for Agonists. D(2) dopamine receptor (Homo sapiens), P14416. HEK293 T-REx D2 cells, calcium flux agonist mode. activation, % at 2 µM. 340,000 tested, 0.53% active. AID 485358, 2010;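 active means activation over 3 SD above normal in the single-dose calcium agonist read, cut at about 30% in these data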; further: 0% is about no effect
Target sequence (P14416 whole entry, looked up): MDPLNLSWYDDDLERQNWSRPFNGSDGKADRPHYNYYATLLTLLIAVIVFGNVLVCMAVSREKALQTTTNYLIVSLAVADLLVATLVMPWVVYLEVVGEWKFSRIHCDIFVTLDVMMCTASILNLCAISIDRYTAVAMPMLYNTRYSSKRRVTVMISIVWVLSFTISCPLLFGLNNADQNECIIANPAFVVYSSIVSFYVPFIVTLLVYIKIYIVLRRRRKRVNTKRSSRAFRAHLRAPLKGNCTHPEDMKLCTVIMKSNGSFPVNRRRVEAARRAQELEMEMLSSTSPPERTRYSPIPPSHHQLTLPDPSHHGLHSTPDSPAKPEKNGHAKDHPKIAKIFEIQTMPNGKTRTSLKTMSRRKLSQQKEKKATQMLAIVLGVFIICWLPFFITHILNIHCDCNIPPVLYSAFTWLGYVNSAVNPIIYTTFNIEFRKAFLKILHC
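Agonism is scored from calcium flux in a force-coupled, inducible HEK293 cell line expressing D2, read kinetically for 180 s after compound addition against dopamine controls.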
TRHR PAM: qHTS for Small Molecule Agonists and Allosteric Enhancers of Human TRH Receptor: Primary Screen for Enhancers | Thyrotropin-releasing hormone receptor (Homo sapiens), P34981 | TRHR cells, fluo-8 calcium fluorescence, EC20 TRH enhancement | enhancement, % at 2 µM | 360,000 tested, 0.66% active; in the data active means enhancement above about 30%; further: 0% is about no effect
Target sequence (P34981 whole entry, looked up): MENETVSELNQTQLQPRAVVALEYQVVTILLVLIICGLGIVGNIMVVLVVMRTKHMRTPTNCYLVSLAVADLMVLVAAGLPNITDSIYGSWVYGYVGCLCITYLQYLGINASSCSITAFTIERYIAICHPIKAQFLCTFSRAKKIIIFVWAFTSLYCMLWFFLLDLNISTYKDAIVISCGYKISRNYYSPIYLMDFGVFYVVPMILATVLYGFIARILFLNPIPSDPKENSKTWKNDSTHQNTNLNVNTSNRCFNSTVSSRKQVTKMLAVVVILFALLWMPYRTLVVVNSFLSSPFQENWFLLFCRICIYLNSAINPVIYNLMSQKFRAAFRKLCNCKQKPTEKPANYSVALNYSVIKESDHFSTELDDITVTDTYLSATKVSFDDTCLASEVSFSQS
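TRHR-expressing cells loaded with fluo-8 calcium dye were read kinetically (ex 480/em 530) during compound addition, then stimulated with an EC20 of TRH (10 nM final). Enhancement of the Gq-mediated intracellular calcium response was scored.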
D1 antagonist: Antagonist of Human D 1 Dopamine Receptor: qHTS | HEK293 TREx D1 cells, calcium flux, dopamine EC80; stronger effect = lower value | activity change, negative = inhibition, % at 10 µM | 360,000 tested, 3.2% active | AID 504652, 2011; in the data active means activity change below about -30%; further: on the % scale 0 is the no-effect control and ±100 the full control effect
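Cells carrying a force-coupled, tetracycline-inducible human D1 receptor report calcium flux. Each well gets a 10 s baseline, compound with 180 s monitoring, then an EC80 dopamine stimulus with a second 180 s kinetic read.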
D2 PAM: HTS Assay for Positive Allosteric Modulators of the Human D2 Dopamine Receptor: Primary Screen for Potentiators | HEK293 T-REx D2, calcium flux, EC20 dopamine potentiation | AID 485347, 2010 | D(2) dopamine receptor (Homo sapiens), P14416 | 340,000 tested, 0.34% active | potentiation, % at 10 µM;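 active means potentiation over 3 SD above the plate norm, cut at about 30% in these data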; further: 0% is about no effect
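Using a no-wash calcium dye in inducible, force-coupled HEK293 Trex cells expressing D2, we tracked fluorescence each second for 180 s after compound, then for 180 s after EC20 dopamine to detect augmented signalling.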
RXFP1 antagonist: qHTS Assay for Antagonists of the Relaxin Receptor RXFP1. AID 1259400, 2018. HEK293-RXFP1, relaxin-stimulated cAMP HTRF, 30 min; stronger effect = lower value. activity change, negative = inhibition, % at 57.5 µM. 350,000 tested, 0.59% active. Relaxin receptor 1 (Homo sapiens), Q9HBX9;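 active means activity change of -60% or lower, but not beyond a set lower limit; inconclusive means change between -60% and -40%, or beyond the set limit; inactive means change above -40%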; further: on the % scale 0 is the no-effect control and ±100 the full control effect
RXFP1 agonist: qHTS Assay for Agonists of the Relaxin Receptor RXFP1. 370,000 tested, 0.3% active. HEK293T-RXFP1 cAMP TR-FRET, 30 min; response scale: percent of porcine relaxin response, buffer zero. AID 2676, 2010. Potency, µM (series often up to 57.5 µM), without a hit: at the highest dose activation, actives largely listed as activators. Relaxin receptor 1 (Homo sapiens), Q9HBX9; active means well fitted activation curve with a large enough effect; inconclusive means small, poorly fitted or top-dose-only effect; further: potency means the concentration at half of the fitted maximal effect; on the % scale 0 is the no-effect control and ±100 the full control effect; nearly all actives have a fitted effect of over 60% in size; many of its hits are not listed in these tables
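cAMP rise read by TR-FRET after 30 min, 37C compound exposure (up to 58 uM) in RXFP1-transfected HEK293 cells with Ro 20174 present. EC50 from Hill-equation fits, with 29 nM porcine relaxin as 100% and buffer as basal.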
D1 agonist: Allosteric Agonists of the Human D1 Dopamine Receptor: qHTS; D(1A) dopamine receptor (Homo sapiens), P21728; HEK293 T-REx D1 cells, calcium flux, agonist mode; activation, % at 2 µM; 360,000 tested, 1% active; AID 504660, 2011; in the data active means activation above about 30%; further: 0% is about no effect
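Tetracycline-induced HEK293 TREx D1 cells, force-coupled to calcium signalling, were dye-loaded with a no-wash calcium kit. Compound was pin-added after a 10 s baseline. Fluorescence was read kinetically at 1 cycle/s for 180 s, with calcium rises flagged as agonism.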
D1 PAM: Potentiators of Human D1 Dopamine Receptor: qHTS | 360,000 tested, 0.036% active | D(1A) dopamine receptor (Homo sapiens), P21728 | potentiation, % at 10 µM | HEK293 TREx D1 cells, calcium flux, dopamine EC20 potentiation; in the data active means potentiation above about 30%; further: 0% is about no effect
D2 antagonist: HTS Assay for Allosteric Antagonists of the Human D2 Dopamine Receptor: Primary Screen for Antagonists. HEK293 TREx D2 cells, calcium flux, dopamine EC80. inhibition, % at 10 µM. 340,000 tested, 2% active. AID 485344, 2010; in the data active means inhibition above about 30%; further: 0% is about no effect
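Dopamine at EC80 is the agonist stimulus; test compounds precede it by 180 s. Calcium flux read kinetically in a force-coupled, inducible HEK293 T-REx D2 cell line.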
Active calls of the source: *; ? = inconclusive; · = not tested or not shown.

SMILES | D2 agonist | TRHR PAM | D1 antagonist | D2 PAM | RXFP1 antagonist | RXFP1 agonist | D1 agonist | D1 PAM | D2 antagonist
COc1ccc(O)c(/C=N/c2sc(C)c(C)c2C#N)c1 | 7.8 | -6 | 3 | 0 | -16 | -1.0% | 1 | -4 | -13
Cc1nc(Cl)sc1C(=O)Nc1ccc(Cl)cc1 | -0.4 | -1 | 0 | 10 | -10 | 1.0% | 2 | -4 | 40*
CC(O)[C@H]1CNCCN1CCc1cccc2ccccc12 (stereo partly drawn) | 0.7 | -3 | 8 | 1 | · | -1.0% | 0 | 7 | 7
CCOc1ccc(NC(=O)c2nn(C)cc2Br)cc1 | 0.9 | -4 | 6 | 9 | 8 | 0.3% | 1 | 0 | -8
O=C(NNC(=S)Nc1ccccc1Cl)c1ccccc1 | -0.6 | 7 | -18 | 2 | -8 | -1.3% | 4 | -5 | 2
CCc1nnc(NC(=O)CN2C(=O)N(C)C3(CCCCC3)C2=O)s1 | 0.1 | -4 | 0 | 7 | -9 | -0.9% | 2 | -6 | 4
COCCNc1nc(C)cc(-c2cc(C(=O)NC3CCCC3)on2)n1 | 0.2 | 0 | 9 | -1 | · | 0.4% | 0 | -1 | -18
Nc1nc(SCC(=O)Nc2ccccc2)[nH]c(=O)c1NC(=O)c1cccs1 | -0.2 | 2 | 8 | -2 | 4 | 6.1% | -2 | -1 | 5
Cc1ccc(SC[C@H](C)CN2CC[C@H](C(C)(C)C)CCC2=O)cc1 | 0.0 | 2 | 0 | 5 | · | 0.5% | 4 | -4 | 11
COc1ccc(S(=O)(=O)NCC2CCCN(C(=O)c3occc3C)C2)cc1 (stereo not drawn) | 0.1 | 20 | -8 | -7 | -1 | 2.9% | 1 | -6 | -1
Cn1c(Sc2ccc(C(F)(F)F)cc2[N+](=O)[O-])nnc1-c1ccccc1 | 0.5 | -1 | -16 | -3 | -3 | 1.0% | 0 | -6 | -5
COc1ccc(Nc2cc(C)c3ccc(O)cc3n2)cc1 | 1.4 | 2 | -16 | -22 | 0 | 1.3% | 9 | -12 | -10
COc1ccc(CNS(=O)(=O)c2c(C)[nH]c(C)c2C(=O)N2CCCCC2)cc1 | 0.7 | 0 | 4 | 0 | 5 | -0.7% | 2 | -2 | 0
CC(=O)Nc1ccc(S(=O)(=O)NCc2ccccn2)cc1 | 1.2 | -3 | 19 | 4 | · | 2.8% | 0 | -8 | -1
C/C(=N\NC(=O)COc1cc(C)cc(C)c1)c1ccc(N2CCOCC2)cc1 | 9.0 | 2 | 12 | 1 | ? | -0.3% | 0 | -1 | 6
Cc1sc2nc(-c3cccnc3)[nH]c(=O)c2c1-c1ccccc1 | 2.9 | -6 | -49* | 6 | -5 | 0.5% | 3 | -15 | 2
CCN(CC)S(=O)(=O)c1ccc(NCC2COc3ccccc3O2)c([N+](=O)[O-])c1 (stereo not drawn) | 4.8 | -2 | -16 | -5 | 10 | -2.0% | 7 | -4 | -7
CCOC(=O)c1sc(/N=C/c2ccc(O)cc2O)cc1C | -0.7 | 3 | -2 | 8 | 9 | -2.5% | 1 | -2 | -3
COc1ccccc1CNC(=O)C1CCCN(S(=O)(=O)c2ccc3c(c2)oc(=O)n3C)C1 (stereo not drawn) | -0.6 | -2 | 2 | -1 | · | 0.7% | 3 | -3 | ·
COc1ccc(NS(=O)(=O)c2ccc(-c3coc(C)n3)cc2)cc1 | 0.4 | -5 | -12 | -11 | 14 | 0.1% | 13 | -9 | 16
COC(=O)c1cnc(SCc2ccc(C)cc2)n1C | -1.7 | 7 | 9 | -2 | -14 | 3.4% | 2 | -2 | 0
O=C(O)CNC(=S)N(Cc1ccco1)Cc1ccccc1Cl | -0.3 | -3 | 9 | 2 | 24 | -0.4% | 3 | 0 | 5
O=C(CCc1ccccc1)NCCc1nc2ccccc2[nH]1 | 5.1 | 20 | 3 | -5 | 0 | 0.0% | 3 | -7 | -25
CCOc1ccc(NS(=O)(=O)c2ccc(C(=O)NNC(=O)c3ccccc3O)cc2)cc1 | -0.2 | -5 | 32 | 17 | -40 | -1.7% | 7 | 11 | 6
O=c1c(Cl)c(O)c2cccc3c4ccccc4n1c23 | -1.6 | -3 | 7 | 5 | -6 | -0.2% | 0 | -1 | 8

Brought forward from above: four compounds, followed by the next part.
SMILES | D2 agonist | TRHR PAM | D1 antagonist | D2 PAM | RXFP1 antagonist | RXFP1 agonist | D1 agonist | D1 PAM | D2 antagonist
O=C(O)CNC(=S)N(Cc1ccco1)Cc1ccccc1Cl | -0.3 | -3 | 9 | 2 | 24 | -0.4% | 3 | 0 | 5
O=C(CCc1ccccc1)NCCc1nc2ccccc2[nH]1 | 5.1 | 20 | 3 | -5 | 0 | 0.0% | 3 | -7 | -25
CCOc1ccc(NS(=O)(=O)c2ccc(C(=O)NNC(=O)c3ccccc3O)cc2)cc1 | -0.2 | -5 | 32 | 17 | -40 | -1.7% | 7 | 11 | 6
O=c1c(Cl)c(O)c2cccc3c4ccccc4n1c23 | -1.6 | -3 | 7 | 5 | -6 | -0.2% | 0 | -1 | 8
OCCNC(=S)Nc1ccc(Cl)c(Cl)c1 | · | -1 | -19 | · | -1 | -0.1% | 2 | 2 | ·
CC(C)CNC(=O)c1cnn2c(C(F)(F)F)cc(C(F)(F)F)nc12 | 0.2 | 3 | 25 | 5 | 3 | 0.2% | -1 | 1 | -7
CC(=O)Nc1nnc(SCC(=O)NCCOc2ccccc2)s1 | 1.5 | -7 | -7 | -5 | -8 | 0.0% | 1 | -1 | 0
CCOC(=O)Cc1csc(NC(=O)c2ccc3ncsc3c2)n1 | · | 11 | -18 | 15 | -7 | 1.0% | 2 | -4 | ·
COc1cccc(/C=N/NC(=O)CN(C2=NS(=O)(=O)c3ccccc32)c2ccccc2)c1 | -0.9 | -5 | -4 | -6 | -14 | 2.6% | 8 | 0 | 12
Cc1ccccc1CSc1ncc(Cl)c(C(=O)Nc2nc3ccc(F)cc3s2)n1 | 0.7 | -3 | 7 | -1 | · | 5.1% | 2 | 1 | ·
Cc1nc(SCCOc2ccc(F)cc2)c2ccccc2n1 | -2.5 | 2 | 3 | 3 | -12 | 2.6% | 34* | -11 | 6
Cc1ccc(S(=O)(=O)C(C#N)c2nc3ccccc3nc2N2CCC(C)CC2)cc1 (stereo not drawn) | -1.4 | -5 | -1 | 6 | -4 | 3.0% | 14 | -6 | 5
O=C(NC1CCS(=O)(=O)C1)c1ccc(S(=O)(=O)NCC2CCCO2)cc1 (stereo not drawn) | -0.3 | -3 | 4 | 7 | -7 | -0.4% | 0 | 7 | -6
CCNC(=O)NCc1c(C)c(C)n(Cc2ccccc2)c1-n1cccc1 | -1.2 | -1 | 0 | 1 | -28 | 0.6% | 12 | -6 | 8
O=C(/C=C/c1cccc2ccccc12)N1CCOCC1 | -0.3 | 3 | 0 | -3 | -4 | 2.6% | 1 | -4 | 14
Cc1c(N2C(=O)CSC2c2ccccc2)c(=O)n(-c2ccccc2)n1C (stereo not drawn) | -0.3 | 2 | 5 | -6 | -9 | 2.8% | 2 | 2 | 16
COC(=O)c1cc(S(=O)(=O)N2CCN(c3cc(Cl)ccc3C)CC2)c[nH]1 | 0.2 | -2 | 6 | 4 | ? | 0.4% | 7 | -4 | ·
CCCCNC(=O)COC(=O)CCC(=O)c1ccc(Cl)cc1 | -0.4 | 5 | -3 | 2 | -4 | -2.0% | 4 | 0 | -13
CCOC(=O)N1CCC(N2CC34C=CC(O3)C(C(=O)Nc3ccc(C(C)C)cc3)C4C2=O)CC1 (stereo not drawn) | 0.0 | 2 | -8 | 5 | · | 0.0% | -1 | 2 | 21
CCCCn1c(=O)[nH]c2nc3cc(N)ccc3nc2c1=O | 61* | 9 | 13 | -9 | 2 | 4.7% | 207* | -5 | -24
CCCCc1nc(C(N)=O)c2[nH]c(=O)n(-c3ccc(OC)cc3OC)c2n1 | -0.3 | 4 | 20 | -2 | 3 | 0.3% | 4 | 4 | -9
Nc1c(C(=O)NCCc2ccccc2)nnn1CC(=O)Nc1ccc(Cl)cc1 | -0.3 | 7 | -8 | 3 | 1 | 1.1% | 0 | 3 | ·
CN1C/C(=C/c2ccsc2)C(=O)/C(=C/c2ccsc2)C1 | 69* | -2 | 16 | -23 | -12 | 0.0% | 0 | 2 | 44*
O=c1[nH]c2ccccc2nc1C(F)(F)C(F)F | -0.6 | -4 | 8 | -2 | 12 | 2.7% | 2 | -6 | -25
C/C(=N\NC(=O)c1ccc(-n2cnnn2)cc1)c1ccc(C)cc1 | 0.0 | -3 | 4 | 0 | 5 | 1.0% | 2 | 4 | 15
CC(C)(C)c1[nH]nc2c1C(c1ccoc1)C(C#N)=C(N)O2 (stereo not drawn) | 1.3 | -1 | 9 | 0 | -2 | -0.1% | 1 | -1 | -4
Oc1ccc(/C=N/N2CCCCC2)c(O)c1 | 0.0 | -23 | -4 | -6 | 3 | -4.7% | 0 | 3 | 9
Cc1c(C(=O)N(C)C)sc2c1c(=O)n(-c1ccc(Cl)cc1)c(=O)n2CC(=O)C(C)(C)C | 0.4 | 3 | 0 | -6 | -29 | 2.6% | 0 | -2 | ·
Cn1c(/C=C/N2CCOCC2)c(C(=O)c2ccc(Br)cc2)c(=O)n(C)c1=O | 0.2 | 8 | 2 | -19 | 3 | 1.1% | 1 | -3 | -25
CCN(CC(=O)Nc1ccccc1C(=O)NC1CC1)Cc1cccs1 | -0.9 | -5 | -11 | 3 | 11 | 0.2% | 0 | -2 | 1
Cc1cccc(-n2c(SCCC(=O)O)nnc2-c2cccs2)c1C | -0.1 | 1 | 1 | 10 | 2 | 2.0% | 2 | 2 | 9
O=C(C[n+]1cc(-c2ccc(F)cc2)n2c1CCC2)Nc1nc(-c2ccc(F)cc2)cs1 | 1.5 | 18 | -31* | -15 | -1 | 4.2% | 0 | -3 | -8

This is a subset; rates above refer to the full screens.
